EPAC1 ag: qHTS for Agonist of cAMP-regulated guanine nucleotide exchange factor 3 (EPAC1): primary screen | EPAC1 agonist qHTS, biochemical assay; response scale: 100% = response to 6.5 mM cAMP | Potency, µM (highest dose often 154 µM), for inactives: at the highest dose activation, most hits filed as activators | hit rate 0.073% among 360,000; further: potency means the concentration at half of the fitted maximal effect; nearly all actives have a fitted effect of over 60% in size
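Normalized to 6.5 mM cAMP, activity reflects EPAC1-catalysed release of BODIPY-GDP from Rap1B, followed kinetically over 30 min at 480 nm excitation, 540 nm emission. Reaction contained 100 nM EPAC1, 250 nM Rap1B-BODIPY-GDP, 50 uM GDP.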
MmCpn inh: Inhibitors of TCP-1 ring complex (TRiC) of Methanococcus maripaludis (MmCpn): qHTS; Chaperonin Mm-Cpn (Methanococcus maripaludis); purified Mm-Cpn ATPase, ADP Transcreener TR-FRET; Potency, µM (titrated, usually from 76.9 µM), for the others: at the top dose activity, negative = inhibition, usual class: inhibitors; hit rate 0.031% among 330,000; AID 504842, 2011; further: potency means the concentration at half of the fitted maximal effect; on the % scale 0 is the no-effect control and ±100 the full control effect; nearly all actives have a fitted effect of over 80% in size
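Eu-cryptate anti-ADP/ADP-d2 competition gives a ratio inversely related to ADP. Enzyme at 25 nM was pre-exposed to compound for 10 min, then given 10 uM ATP for 30 min, 37°C throughout.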
CCT chaperon mod: High-Throughput Screening for Modulators of Cytosolic Chaperonin Activity. activity change, % (concentration not given with the values), hits read low. AID 651819, 2012. hit rate 0.3% among 360,000. purified chaperonin ATPase assay, HTRF ADP detection, 30 min; in the data active means activity change below about -30%; further: on the % scale 0 is the no-effect control and ±100 the full control effect
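First, chaperonin was dispensed at 40 nM or 20 nM final depending on batch activity. Next, compounds were pinned at 76 uM and ATP added at 10 uM. After 30 min at 37 °C, ADP detection reagents ran 30 min at ambient temperature.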
PLK1 PBD block: qHTS for Inhibitors of PLK1-PDB (polo-like kinase 1 - polo-box domain): Primary Screen; Plk1 PBD binding of FITC phosphopeptide, fluorescence polarization; AID 720504, 2013; Potency, µM, for inactives: max response, negative = inhibition, usual class: inhibitors; hit rate 2.8% among 360,000; further: potency means the concentration at half of the fitted maximal effect; series mostly up to about 57 µM; on the % scale 0 is the no-effect control and ±100 the full control effect; nearly all actives have a fitted effect of over 65% in size
PI5P4K alpha inh: qHTS for Inhibitors of phosphatidylinositol 5-phosphate 4-kinase (PI5P4K); Phosphatidylinositol 5-phosphate 4-kinase type-2 alpha (Homo sapiens), P48426; PI5P4Kalpha enzyme, ADP-Glo luminescence, 60 min; stronger effect = lower value; max response, %; hit rate 1.2% among 330,000; active means max response of -50% or lower; inconclusive means between -30% and -50%; inactive means -30% or higher; further: value at the top dose of about 77 µM; on the % scale 0 is the no-effect control and ±100 the full control effect
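Compounds were pin-transferred onto PI5P4Kalpha and substrate in HEPES pH 7.4 buffer with EGTA, CHAPS and 5% DMSO. ATP (5 microM final) started the reaction, which ran 60 minutes at room temperature before ADP-Glo detection.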
EPAC1 antagonist: qHTS for Antagonist of cAMP-regulated guanine nucleotide exchange factor 3 (EPAC1): primary screen. hit rate 0.14% among 360,000. EPAC1 GEF assay, Rap1b-BODIPY-GDP exchange fluorescence. Potency, µM (series often up to 115 µM), without a hit: at the top dose activity change, negative = inhibition, hits mostly inhibitors;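 further: potency means the concentration at half of the fitted maximal effect; plate controls were vehicle for no effect and positive control for full effect; nearly all actives have a fitted effect of over 50% in size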
EPAC2 antagonist: qHTS for Antagonist of cAMP-regulated guanine nucleotide exchange factor 2 (EPAC2): primary screen; Rap guanine nucleotide exchange factor 4 (Homo sapiens), Q8WZA2; EPAC2 GEF exchange of Rap1B-BODIPY-GDP, fluorescence; Potency, µM (titrated, usually from 114 µM), for inactives: top-dose activity, negative = inhibition, most hits filed as inhibitors; hit rate 0.18% among 360,000; AID 720708, 2013; further: potency means the concentration at half of the fitted maximal effect; on the % scale 0 is the no-effect control and ±100 the full control effect; nearly all actives have a fitted effect of over 45% in size; many of its hits are not listed in these tables
WRN inhibitor: qHTS for Inhibitors of WRN Helicase | Bifunctional 3'-5' exonuclease/ATP-dependent helicase WRN (Homo sapiens), Q14191 | WRN helicase unwinding, fluorescent forked duplex, kinetic | Potency, µM (top dose mostly 114 µM), inactives show top-dose activity change, negative = inhibition, hits mostly inhibitors | hit rate 0.46% among 360,000; further: potency means the concentration at half of the fitted maximal effect; on the % scale 0 is the no-effect control and ±100 the full control effect; nearly all actives have a fitted effect of over 55% in size
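WRN at 20 nM final was preincubated with compound for 15 min at room temperature; reaction started with 100 nM forked duplex oligonucleotide carrying fluorophore and quencher plus 2 mM ATP (final). Unwinding followed kinetically by red fluorescence (ex 525/em 598 nm).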
* = called active by the depositor; ? = inconclusive; nt = not tested or not shown; [ ] = remark or other dose. Unless noted, the call rests on the fitted dose curve; in most records, active means well fitted curve in the direction sought with a large enough effect; inconclusive means small, poorly fitted or top-dose-only effect, or another doubt; inactive means no such curve, though single readings can be large; an effect the other way counts as inactive or inconclusive. The list is partial, so the mix of outcomes need not match the whole.

SMILES	EPAC1 ag	MmCpn inh	CCT chaperon mod	PLK1 PBD block	PI5P4K alpha inh	EPAC1 antagonist	EPAC2 antagonist	WRN inhibitor
Cn1ccnc1C(=O)c1ccccc1Cl	3%	-2%	-1.7	-2%	4	0%	1%	-2%
CCCN(CC(=O)Nc1ccccc1OC)C(=O)c1ccc(COc2ccccc2)o1	5%	-1%	-1.0	-5%	1	4%	-11%	-2%
NC(=O)c1ccsc1NC(=O)COC(=O)COc1ccccc1[N+](=O)[O-]	3%	0%	-0.8	-5%	?	1%	1%	-8%
O=C1CCC([N+](=O)[O-])C(c2cc3c(cc2Cl)OCO3)N1 (centres undefined)	-2%	-2%	0.8	-14%	0	3%	-1%[57.1 µM]	12%
S=c1nc(C2COc3ccccc3O2)[nH][nH]1 (centres undefined)	1%	3%	1.1	?	-20	0%	12%	-5%
CC(C)=C(NC(=O)c1ccco1)C(=O)NCCc1nc2ccccc2[nH]1	0%	2%	-2.1	1%	-3	-2%	10%	2%
CC(C)(C)NC(=O)CSc1nnc(NC(=O)c2ccccc2Cl)s1	3%	4%	0.4	-10%	0	-15%	4%	7%
OC(COc1ccccc1)Cn1cc(Br)cn1 (centres undefined)	-5%	-2%	-6.6	-3%	-2	12%	4%	3%
N=C1C(c2nc3ccccc3[nH]2)=C(O)CN1c1ccc(F)cc1	-4%	-7%	0.4	-2%	-10	-1%	9%	5%
O=C(CSc1ncnc2c1oc1ccccc12)Nc1cccc(Cl)c1	-9%	-14%	1.4	-1%	1	-1%	1%	2%
CC(C)c1ccc([C@@H]2O[C@H](CCc3ccccc3)CC3=C2C(=O)OC(C)(C)O3)cc1	-2%	nt	-1.3	0%	15	-2%	5%	-1%
CN1CCN(CC(O)COC(c2ccc(Cl)cc2)c2ccc(Cl)cc2)CC1 (centres undefined)	6%	-1%	1.6	-3%	1	-6%	-5%	0%
COc1ccc(NC(=O)CCSCCc2ccccn2)cc1OC	11%	0%	0.0	-11%	0	1%	-1%	-2%
CC[C@H](C)Cc1cn([C@@H](CCCN=C(NC(=O)OC(C)(C)C)NC(=O)OC(C)(C)C)C(=O)NCCCCCCCCCCC(=O)N2CCN(C(=O)OC(C)(C)C)CC2)nn1	-28%	1%	0.1	-5%	-8	-22%	2%	-11%
COc1ccccc1NS(=O)(=O)c1cccc(C(=O)N2CCCCCC2)c1	5%	1%	-0.4	-3%	-5	-23%	-6%	0%
C=CCc1cc(C=O)cc(OCC)c1O	3%	1%	-1.8	1%	1	4%	4%	4%
CC1CCCC(C(=O)OCc2ccccc2)N1 (centres undefined)	1%	-1%	0.0	3%	6	4%	11%	8%
c1ccc(Cc2nc3ccccc3[nH]2)cc1	-10%	2%	-3.4	-18%	-1	-7%	0%	-3%
COc1ccc(S(=O)(=O)N2CC(O)CC2C(=O)Nc2cccnc2)cc1 (centres undefined)	3%	0%	1.4	3%	2	-12%	6%	2%
Cc1cc(C)c2c3c(cn2n1)c(=O)n(C)c(=O)n3C	-5%	nt	0.4	-2%	-1	12%	2%	6%
Cc1ccc(S(=O)(=O)Nc2c(C)n(C)n(-c3ccccc3)c2=O)cc1C(=O)OCC(=O)N1CCCC(C)C1 (centres undefined)	6%	1%	0.8	-3%	4	0%	0%	-3%
CC(C)COc1ccc(N)cc1OCC(C)C	-38%[inhibitor]	0%	-1.5	?	0	?	-3%	12%[57.1 µM]
O=C(O)C1CCCCC1C(=O)Nc1ccccc1Cl (centres undefined)	-2%	0%	1.0	-6%	0	3%	12%	4%
COc1ccc(C(=O)NCCc2nnc3ccc(SCC(=O)N4CCCCC4)nn23)cc1	0%	2%	-2.3	-3%	1	3%	2%	1%
CCc1c(C)nc(SCC(=O)CC(=O)OC(C)C)c(C#N)c1C	2%	-1%	-3.2	-10%	4	4%	-2%	-6%
Additional entries:
SMILES	EPAC1 ag	MmCpn inh	CCT chaperon mod	PLK1 PBD block	PI5P4K alpha inh	EPAC1 antagonist	EPAC2 antagonist	WRN inhibitor
CCOC(=O)c1c(NC(=O)CSc2nnc(C)s2)sc2c1CCN(C)C2	1%	-2%	-1.2	0%	?	-7%	7%	?
CCN(C(=O)N(CC)c1ccccc1)c1ccccc1	-26%	1%	0.0	-1%	6	2%	?	2%
COc1ccc(CNC(=O)Cc2cn(C)c3ccccc23)c(OC)c1	-5%	0%	-1.0	4%	3	-8%	-15%	-2%
NC(=O)Cn1cc(/C=N\NS(=O)(=O)c2ccc(Cl)cc2)c2ccccc21	5%	0%	1.5	-8%	7	-22%	-3%	1%
Clc1cccc(OCCCCN2CCCCC2)c1	-3%	-1%	0.0	-14%	4	-9%	3%	-5%
CCC1CN(C(=O)N2CCC(C(=O)NCc3ccco3)CC2)c2cc(C)ccc2O1 (centres undefined)	0%	2%	-0.9	-9%	3	-8%	-9%	2%
Cc1ccc([N+](=O)[O-])cc1S(=O)(=O)NCCc1cn2ccccc2n1	5%	-1%	-4.1	-15%	-6	-5%	3%	-3%
C=CCNC(=O)c1c2c(nc3ccccc13)-c1ccccc1CC2	-1%	-2%	-4.8	-7%	nt	2%	-5%	1%
CCOC(=O)c1nn(-c2ccccc2)c2nnc(Cc3ccc(Cl)cc3)c(=O)n12	-9%	1%	0.9	-1%	0	-8%	3%	3%
O=C(O)C1CC1C(=O)Nc1nc2c(Cl)cccc2s1 (centres undefined)	3%	0%	-4.1	-8%	-1	10%	4%	-2%
O=C(CCN=C1NS(=O)(=O)c2ccccc21)OCc1c(F)c(F)c(F)c(F)c1F	-9%	-3%	-1.8	1%	10	11%	0%	-7%
COc1cc(-c2noc(C3CCCN(C(=O)c4c(F)cccc4F)C3)n2)cc(OC)c1OC (centres undefined)	14%	-1%	-0.4	-3%	-1	14%	15%	2%
NS(=O)(=O)c1ccc(-c2ccc(C=C3C(=O)c4ccccc4C3=O)o2)cc1	-14%	-2%	0.0	-2%	1	3%	-8%	-6%
CCOc1ccc(NC(=O)CCN2CCN(S(=O)(=O)c3ccc(F)cc3)CC2)cc1	-4%	2%	-0.4	-4%	6	-4%	5%	0%
CCn1c(C)c(C)c2cc(C(=O)NCCN3CCCCCC3)ccc21	-3%	-6%	-7.0	-17%	1	4%	1%	-18%
CN1/C(=C/C=N/n2cnnc2)C(C)(C)c2ccccc21	3%	0%	-4.4	-8%	nt	-1%	-6%	0%
O=c1cc(CN2CCN(c3ccccc3)CC2)nc2scc(-c3ccccc3)n12	-4%	-4%	0.0	-8%	?	-26%	1%	-2%
O=[N+]([O-])c1ccccc1S(=O)(=O)N1CCN(Cc2ccc3c(c2)OCO3)CC1	22%	-1%	-3.1	-12%	-3	1%	3%	-14%[57.1 µM]
NS(=O)(=O)c1ccc(N/N=C/c2ccc[nH]2)c([N+](=O)[O-])c1	6%	-7%	-1.6	-11%	-25	-28%	-2%	-11%
Cc1sc2nc(SCC(=O)N3CCN(CCO)CC3)n(-c3ccccc3)c(=O)c2c1C	-7%	1%	1.1	-3%	nt	8%	10%	2%[57.1 µM]
CC(C)c1ccc(NC(=O)c2snc3ccc(Cl)cc23)cc1	-11%	-2%	-5.6	-15%	19	-16%	5%	-23%
CCn1c(SCC(=O)Nc2ccc(C)cc2)nnc1-c1ccc(O)cc1	3%	4%	-0.3	-16%	-6	0%	-3%	-8%
CN1CCN(c2nc(-c3ccccc3)cc(C(F)(F)F)n2)CC1	-5%	5%	-0.3	-7%	-1	-5%	-8%	-10%
O=C(CNS(=O)(=O)c1c(Cl)cccc1Cl)OCC(=O)c1ccc[nH]1	3%	6%	-1.5	-3%	-51*	-4%	47%[activator]	-4%[11.6 µM]
CC(C)(C)c1ccc(C(O)c2ncc(-c3ccc(F)cc3)[nH]2)cc1 (centres undefined)	-11%	nt	0.7	5%	2	-14%	-20%	-10%

Some of these compounds in order of the WRN inhibitor value, rising:
compound | WRN inhibitor
CCc1c(C)nc(SCC(=O)CC(=O)OC(C)C)c(C#N)c1C | -6%
COc1ccc(CNC(=O)Cc2cn(C)c3ccccc23)c(OC)c1 | -2%
O=C(CSc1ncnc2c1oc1ccccc12)Nc1cccc(Cl)c1 | 2%

Two entries drawn at random from those above:
SMILES	EPAC1 ag	MmCpn inh	CCT chaperon mod	PLK1 PBD block	PI5P4K alpha inh	EPAC1 antagonist	EPAC2 antagonist	WRN inhibitor
C=CCNC(=O)c1c2c(nc3ccccc13)-c1ccccc1CC2	-1%	-2%	-4.8	-7%	nt	2%	-5%	1%
COc1cc(-c2noc(C3CCCN(C(=O)c4c(F)cccc4F)C3)n2)cc(OC)c1OC (centres undefined)	14%	-1%	-0.4	-3%	-1	14%	15%	2%

Later entries.
SMILES	EPAC1 ag	MmCpn inh	CCT chaperon mod	PLK1 PBD block	PI5P4K alpha inh	EPAC1 antagonist	EPAC2 antagonist	WRN inhibitor
CSc1nc2ccc(NC(=O)CS(=O)(=O)c3ccccc3)cc2s1	11%	nt	-0.1	-16%	0	2%	8%	1%
CCOc1cc(/C=N/NC(=O)C(=O)NC2CC2)cc(Br)c1O	-1%	1%	-0.4	-3%	-14	-5%	18%	1%
COC(=O)Cn1c2ccc(C)cc2c2nc(C)sc21	-4%	1%	-0.2	?	nt	1%	11%	-9%
O=C(COC(=O)C1CCC1)NCc1ccc(F)cc1	-10%	-1%	1.9	-14%	-4	-11%	4%	-26%
O=C1CC(C(F)(F)C(F)(F)C(F)(F)C(F)F)=Nc2ccccc2N1	-23%	1%	-2.9	-5%	nt	-2%	-4%	-7%
CCOC(=O)NC(=O)c1cn(-c2ccc(OC)cc2)c(=O)[nH]c1=O	0%	0%	-2.3	-9%	-2	0%	10%	-3%
COc1ccc(-c2nc(N)ncc2-c2csc(C)n2)c(O)c1	-9%	-3%	-2.9	-14%	nt	-16%	-17%	-11%
Cc1cccc(NC(=O)c2cc(=O)[nH]c3ccccc23)c1	5%	0%	-2.1	-21%	-5	-7%	4%	-12%
Cc1cc(C(=O)NN=C(Cc2ccccc2)Cc2ccccc2)c(C)o1	-4%	0%	1.4	-4%	-2	-17%	-6%	-1%
CN(C)c1ccc(C(C(=O)NCC2CCCO2)N(Cc2ccccc2)C(=O)c2snc(C(N)=O)c2N)cc1 (centres undefined)	-2%	3%	-2.0	-1%	-7	7%	-29%	-1%
